# Screening results (PubChem BioAssay)
# ARFGAP1 inhibitor = inhibitors of rat ARFGAP1; inhibition, % at 16.5 µM; hit rate 0.26% among 360,000; AID 651572; Arfgap1-stimulated ARF1 GTP hydrolysis, GDP FP detection; Q62848;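 active means inhibition above a per-plate limit, mean inhibition of low control wells plus 3 SD, cut at about 25% in these data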;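 further: 0% = DMSO wells with enzyme and 100% = wells lacking Arfgap1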
# Target sequence (Q62848 1-136 limits assumed): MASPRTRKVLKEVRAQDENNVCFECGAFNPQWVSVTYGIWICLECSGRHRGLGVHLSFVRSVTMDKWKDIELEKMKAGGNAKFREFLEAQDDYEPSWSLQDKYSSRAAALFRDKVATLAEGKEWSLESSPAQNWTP
#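 Assay system: purified rat His6-Arfgap1 residues 1-136 (GAP domain); Reagent: human Δ17 ARF1 bound to GTP; Dosing: 16.5 µM single point, 1.26% DMSO; Times: GTP hydrolysis reaction 2 h at 25 °C; Signal: FP, GDP Alexa 633 tracer displaced from anti-GDP antibody, 620/688 nm; Measure: % inhibition from polarization.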
# PLCg1 inh = blocks human PLC-gamma1 enzyme activity. P19174. purified PLC-gamma1, fluorogenic substrate, fluorescence. inhibition, % at 12.2 µM. hit rate 0.84% among 370,000; in the data active means inhibition above about 9.5%
# Tn7 DDE FP = disrupts Tn7 cyclic peptide binding to fibrin D-Dimer-E complex; P02675; FP displacement of FITC-Tn7 peptide from fibrin DD(E); 0% = median of compound wells per plate; hit rate 0.13% among 370,000; inhibition, % at 8.3 µM;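 active means inhibition above the mean of compounds falling within the control limits plus 3 SD of them, cut at about 14% in these data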;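 further: 0% = plate median of compound wells and 100% = 10 µM Aha-Tn7 peptide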
#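 Test system – human fibrin DD(E) · Times – 10 min preincubation, 3 h with tracer, room temperature · Detection – fluorescence polarization of the labelled Tn7 tracer · Measure – percent inhibition normalized to high-control wells · Benchmarks – high control wells with 10 µM unlabelled Aha-Tn7 peptide (full inhibition) · Repeats – singlicate testing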
# UHRF1 binding = blocks human UHRF1 binding to methylated DNA | inhibition, % at 4.4 µM | hit rate 0.75% among 370,000 | AID 687016 | UHRF1 binding to methylated oligo, TR-FRET | Q96T88; in the data active means inhibition above about 21%;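 further: UHRF1 SRA domain binding a hemimethylated CpG hairpin DNA probe; 0% = median of test compound wells and 100% = reference inhibitor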
# MBD2 DNA inh = blocks human MBD2 binding to methylated DNA; AID 686964; Q9UBB5; inhibition, % at 4.4 µM; TR-FRET, MBD2 binding to methylated oligonucleotide; hit rate 0.31% among 370,000; in the data active means inhibition above about 13%
# Target sequence (Q9UBB5 whole entry, looked up): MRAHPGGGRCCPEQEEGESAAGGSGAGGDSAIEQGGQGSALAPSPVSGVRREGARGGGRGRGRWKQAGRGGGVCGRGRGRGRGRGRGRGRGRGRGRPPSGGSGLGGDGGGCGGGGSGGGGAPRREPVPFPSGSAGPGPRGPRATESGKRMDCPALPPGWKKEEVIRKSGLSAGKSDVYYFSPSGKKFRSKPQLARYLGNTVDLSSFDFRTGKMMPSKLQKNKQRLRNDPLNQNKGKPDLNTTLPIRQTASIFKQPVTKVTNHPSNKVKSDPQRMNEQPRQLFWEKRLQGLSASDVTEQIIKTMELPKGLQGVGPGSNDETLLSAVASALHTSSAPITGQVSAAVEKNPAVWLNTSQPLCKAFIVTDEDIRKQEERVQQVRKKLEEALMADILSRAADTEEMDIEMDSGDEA
# proKLK7 act = proKLK7 (human) activation, primary screen | P49862 | purified proKLK7, EDANS-DABCYL substrate fluorescence; 100% is mature enzyme control, 0% vehicle | activation, % at 7 µM | hit rate 0.9% among 370,000;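 active means activation above the mean of all tested compounds plus 3 SD, computed per campaign excluding outliers beyond control limits, cut at about 13% in these data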
# PLC-beta3 inh = PLC-beta3 (human) inhibition, primary screen. Q01970. Purified PLC-beta3, fluorogenic substrate, fluorescence. inhibition, % at 12.2 µM. hit rate 0.18% among 370,000; in the data active means inhibition above about 11%;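 further: 0% = median of compound wells on plate and 100% = full blocker control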
# ADAM17 inh = inhibits human ADAM17 | inhibition, % at 6.95 µM | recombinant ADAM17, EDANS/DABCYL FRET peptide cleavage | AID 720648 | hit rate 0.83% among 370,000;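 active means inhibition above the mean of compounds lying between control limits plus 3 SD, set per campaign, cut at about 8.5% in these data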;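 further: 0% = DMSO-only wells as the low control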
# Tn6 DDE FP = disrupts Tn6 cyclic peptide binding to fibrin D-Dimer-E complex | P02675 | Fibrin DD(E) TRITC-Tn6 fluorescence polarization displacement | inhibition, % at 8.3 µM | hit rate 0.21% among 370,000;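 active means inhibition above a per-campaign cutoff: mean of compounds within control limits plus 3 SD, cut at about 15% in these data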;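 further: 0% = median of all compound wells on the plate and 100% = blocking peptide control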
# ASAP1 GAP inh = inhibitors of human ASAP1 ArfGAP activity. Q9ULH1. ASAP1-stimulated ARF1 GTP hydrolysis, GDP FP detection. inhibition, % at 16.5 µM. hit rate 0.19% among 360,000; in the data active means inhibition above about 25%;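 further: 0% = vehicle with enzyme and substrate and 100% = no enzyme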
# Target sequence (Q9ULH1 325-724 limits assumed): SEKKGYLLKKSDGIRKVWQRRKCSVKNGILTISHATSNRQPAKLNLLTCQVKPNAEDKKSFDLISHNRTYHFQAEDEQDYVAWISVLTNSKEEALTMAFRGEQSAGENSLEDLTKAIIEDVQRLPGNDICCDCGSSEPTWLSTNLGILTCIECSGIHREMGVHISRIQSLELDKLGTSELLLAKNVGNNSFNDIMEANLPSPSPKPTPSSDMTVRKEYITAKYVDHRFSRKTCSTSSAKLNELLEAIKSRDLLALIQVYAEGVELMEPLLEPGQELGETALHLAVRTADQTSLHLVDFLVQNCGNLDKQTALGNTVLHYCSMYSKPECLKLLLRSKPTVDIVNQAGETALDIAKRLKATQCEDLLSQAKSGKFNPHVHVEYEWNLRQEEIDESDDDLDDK
# Starred values were filed as active, the others as inactive; i = inactive.
SMILES,ARFGAP1 inhibitor,PLCg1 inh,Tn7 DDE FP,UHRF1 binding,MBD2 DNA inh,proKLK7 act,PLC-beta3 inh,ADAM17 inh,Tn6 DDE FP,ASAP1 GAP inh
CCc1cccc(C)c1NC(=O)CSc1nc(C)c(C)o1,-8,9,-1,0,0,0.5,-2,-2,0,-9
Cc1cccnc1NC(=O)C1CCN(S(=O)(=O)c2ccc3ccccc3c2)CC1,2,-1,0,0,-2,0.5,-5,-2,1,-5
Cc1nc2c(OCC(=O)c3ccc(F)cc3)cccn2c1N(C)Cc1cccs1,6,-20,3,-5,4,0.2,-35,-15,-2,-10
COc1ccc(CCNC(=O)COC(=O)COc2ccc(Cl)cc2)cc1OC,-6,1,3,1,3,-0.4,6,-1,4,-4
CC(=O)c1ccc(NC(=O)/C(=C\c2ccccc2)NC(=O)/C=C/c2ccccc2)cc1,-12,-18,2,-1,-4,-7.9,-23,5,-2,-6
CCCC(=O)Nc1ccc(C(N)=O)cc1,0,-2,4,1,5,-0.1,-1,-3,-3,-1
O=C1c2ccccc2-c2c1cccc2C(=O)N1CCOCC1,8,-3,-1,1,-3,-0.1,-3,-2,9,-3
O=C(COC(=O)c1ccc(F)c(S(=O)(=O)N2CCOCC2)c1)NCCc1ccc(F)cc1,5,3,-7,0,2,-0.3,-6,-1,-3,2
Cc1cc(C(=O)Cn2nnc(-c3ccc(Cl)cc3)n2)c(C)n1CC1CCCO1 (configuration not stated),8,1,-2,-2,-1,0.2,-1,9.0*,-2,3
O=C(CCNC(=O)c1ccc([N+](=O)[O-])cc1)NCc1cccs1,1,3,-8,-2,3,-0.1,2,-6,-4,-13
CCCc1nc(Nc2nc3ccccc3o2)nc(C)c1C(=O)OCC,12,4,7,5,8,0.1,-3,-6,1,-9
CN=C1c2ccccc2CN1c1cccc(C(=O)OC)c1,5,-6,-1,-2,-4,1.1,-63,-1,5,-1
COc1ccc(S(=O)(=O)N2CCCCC2)cc1NC(=O)c1cnc(C)cn1,-5,0,-2,-2,2,-0.3,-6,0,-1,7
COc1ccc(N2C(=O)C(CN3CCN(C)CC3)C2c2ccccc2)cc1 (configuration not stated),-7,0,-1,0,4,-0.1,4,0,2,-7
COc1ccc(/C=C/c2cc(-c3ccc(C)cc3)o[n+]2C)cc1,-10,-178,3,-1,-2,32*,-211,-159,-2,-5
O=C1c2ccccc2[C@@H]2C[C@@H](O)[C@H](Nc3cccc(C(F)(F)F)c3)CCN12,13,-2,1,0,-5,0.0,1,1,0,2
CCCCCn1c(SCCOCC)nc2c1c(=O)[nH]c(=O)n2C,-6,1,0,-2,4,-0.1,-1,-3,-9,4
N#CCCN1CCN(Cc2ccccc2)CCC1=O,6,1,-2,0,3,0.3,1,-2,-4,-8
COc1ccc(Cl)cc1Nc1nc(-c2sc(NC(=O)CC(C)C)nc2C)cs1,6,-16,10,-2,2,0.2,-31,-7,4,4
COc1ccc(-c2csc(NC(=O)c3c(C)noc3C)n2)cc1OC,-4,-4,10,1,2,0.0,-1,-3,9,2
O=C(Nc1ccncc1)c1ccc2c(c1)S(=O)(=O)c1ccccc1C2=O,7,1,2,3,2,-0.1,-2,-2,-7,16
CC(=O)Nc1ccc2oc(-c3cc(F)c(F)cc3Cl)nc2c1,11,-22,-1,3,0,0.8,-29,-14,-3,2
CCOC(=O)c1ccc(C(=O)NNC(=O)C2CC=CCC2)cc1 (configuration not stated),-1,0,-2,-2,2,1.1,-3,2,-6,7
O=C(Cc1ccccc1)NC1(Cc2ccc(O)cc2)CCCCC1,-4,0,7,0,7,-0.5,2,-3,-1,-1
CC(=O)CCC(=O)OCC(=O)c1ccc(C(F)(F)F)cc1,0,3,-2,-1,-1,-0.6,-4,-1,4,-1
CCCCC(=O)NNC(=S)NC(=O)c1cccc([N+](=O)[O-])c1,-7,4,-1,-2,-2,0.4,3,-1,3,-2
O=S1(=O)CCN2C=C(Cl)C=C(Cl)C2=N1,6,-432,-9,0,1,25*,i,-469,3,0
COc1ccc(OC(C)C(=O)Nc2cccc(F)c2)cc1 (configuration not stated),-3,4,-7,1,1,-0.6,3,0,0,-13
CCN1C(=O)CC(n2c(C)nc3ccccc32)C1=O (configuration not stated),-9,1,3,2,0,0.1,0,-2,1,-5
COCCC(=O)N1CCC(Oc2ccc(C(=O)NCc3csc(C)n3)cc2)CC1,6,0,6,-1,-1,-0.1,-3,-1,8,-5
Cc1cc(C(=O)CSc2nn3c(=O)c(C(C)(C)C)nnc3s2)c(C)n1-c1ccc(F)cc1,-13,-8,-5,4,0,-0.4,-10,-3,6,-2
CSc1ncccc1C(=O)NCC12CC3CC(CC(C3)C1)C2,7,0,6,-5,2,0.5,0,-4,-4,-2
CC(C)(C)n1nc2c(c1NC(=O)c1ccc(F)c(F)c1)CS(=O)(=O)C2,8,0,0,0,-6,-0.3,-4,2,2,-14
Fc1ccc(C(c2nnnn2C2CCCC2)N2CCN(Cc3ccccc3)CC2)cc1 (configuration not stated),1,-1,0,1,-5,0.0,-1,-6,2,-3
O=C(c1c[nH]c(C(=O)C(Cl)(Cl)Cl)c1)c1ccccc1Br,5,2,1,1,4,-0.6,-2,-2,2,-3
CCOC(=O)Cc1csc(NC(=O)CSc2cc(Cl)ccc2Cl)n1,3,-1,-2,-1,-2,0.3,2,1,3,-2
CCCNC(=O)CNC(=S)N(Cc1cc(OC)c(OC)c(OC)c1)C1CCCC1,-3,6,3,3,-1,-0.3,6,0,-7,-1
COc1ccc(OCc2cc(C(=O)NCCc3ccccc3)no2)c(Cl)c1,2,-3,-1,1,0,-0.3,-11,2,9,15
CC(=NCc1cccnc1)C1=C(O)c2ccccc2C1=O,-7,-29,-8,4,-5,0.0,-39,6,1,-3
Cc1cc(C)c2nc(-c3cccnc3)cc(C(=O)NC(C)c3cnn(C)c3C)c2c1 (configuration not stated),-12,-216,2,-3,1,-6.3,-339,-193,5,8

# Reprinted from the part before: three compounds, then new ones.
SMILES,ARFGAP1 inhibitor,PLCg1 inh,Tn7 DDE FP,UHRF1 binding,MBD2 DNA inh,proKLK7 act,PLC-beta3 inh,ADAM17 inh,Tn6 DDE FP,ASAP1 GAP inh
COc1ccc(OCc2cc(C(=O)NCCc3ccccc3)no2)c(Cl)c1,2,-3,-1,1,0,-0.3,-11,2,9,15
CC(=NCc1cccnc1)C1=C(O)c2ccccc2C1=O,-7,-29,-8,4,-5,0.0,-39,6,1,-3
Cc1cc(C)c2nc(-c3cccnc3)cc(C(=O)NC(C)c3cnn(C)c3C)c2c1 (configuration not stated),-12,-216,2,-3,1,-6.3,-339,-193,5,8
CCOC(=O)c1c(NC(=O)c2nn(CC)cc2Br)c(C#N)nn1-c1ccccc1,-8,1,0,-1,2,-0.4,-2,-4,11,9
CSc1ncc(Cl)c(C(=O)Nc2cccc(Cl)c2)n1,-1,0,-3,0,-5,-0.9,-2,1,4,10
COC(=O)c1ccccc1NC(=O)CN1CCCCC1,4,3,1,2,-2,0.0,-2,0,-2,2
CCC(C)NC(=O)CN(c1cc(Cl)cc(Cl)c1)S(C)(=O)=O (configuration not stated),7,1,0,-1,-1,-0.2,1,-3,-3,-8
CCOc1ccc(NC(=O)CN2CCN(CC(=O)Nc3ccccc3OC)CC2)cc1,-2,0,6,0,-1,0.2,-4,-2,9,-2
C[C@H](O)c1[nH]c2cc(F)ccc2c1[C@H](C)O,4,-31,-6,2,0,1.4,-50,-4,-7,-7
O=C(Nc1ccon1)c1sc2cc(F)ccc2c1Cl,-1,-2,-2,0,-2,-0.2,-3,-5,-9,6
Cc1cc2cc(CNC(=O)c3ccc(S(=O)(=O)N4CCCCC4)cc3)ccc2n1C,-3,-32,2,-3,-5,-0.8,-49,4,164*,3
COC(=O)Cn1c(O)c(N=NC(=O)c2ccc3c(c2)OCO3)c2ccccc21,2,-2,0,0,2,-0.1,-4,-3,2,5
COc1ccc(C(C)(C)C)cc1NC(=O)CN1C(=O)C(=O)N(Cc2ccco2)C1=O,-3,1,0,0,0,-0.1,-11,-3,4,5
CC(=O)c1ccc(NS(=O)(=O)c2ccc3c(c2)N(C(C)=O)CCO3)cc1,-5,2,2,-3,-4,0.5,-2,-6,-2,6
CCC(CC)c1nn2c(N)c(/C=C3\C=Nc4ccccc43)c(=O)nc2s1,6,10*,5,0,-4,0.6,4,-2,1,7
COc1cc(-c2nc(-c3ccncc3)no2)cc(OC)c1OC,-5,9,-4,0,0,0.7,1,2,8,-1
COc1cnc(-c2ccccn2)nc1Oc1ccc(C(C)(C)C)cc1,-13,-2,8,0,8,-0.1,-8,-5,0,-10
COc1cc(/C=C/C(=O)Nc2nc3ccc(S(=O)(=O)NC(C)C)cc3s2)cc(OC)c1OC,0,-212,-1,0,5,15*,-293,-30,1,-6
CCCn1c(SC(C)C(=O)NC2CCCC(C)C2C)n[nH]c1=O (configuration not stated),5,1,1,3,4,-0.7,-3,-4,-7,9
C/C(=N/NC(=O)Cc1cccc2ccccc12)c1cccs1,-9,1,3,-1,-6,-0.8,-2,-5,1,3
CCc1c(C(=O)Nc2nnc(C3CC3)s2)csc1C,-1,-3,-5,-1,2,0.0,2,-4,5,0
O=C(Cn1ccc(C(F)(F)F)n1)Nc1cccc(S(=O)(=O)N2CCCCC2)c1,2,2,-1,0,1,0.1,-4,0,-4,-1
CCOC(=O)c1c(C)[nH]c(C)c1S(=O)(=O)NCc1ccccc1OCC,-18,4,-7,0,2,0.0,-3,-5,1,-2
COc1cc(S(=O)(=O)N2CCC(O)(c3cccc(C(F)(F)F)c3)CC2)ccc1-n1cnnn1,-3,1,5,-1,-5,0.0,0,0,0,1
CCOC(=O)c1c(N)n(-c2ccc(N)cc2)c2nc3ccccc3nc12,-10,-9,-6,0,-1,0.0,-8,-8,-1,1
CCCN(C(=O)c1ccc(OCC(C)C)cc1)c1c(N)n(Cc2ccccc2)c(=O)[nH]c1=O,21,-2,2,1,-5,0.3,-1,6,-2,-2
CCOC(=O)C1(CCOc2ccccc2)CCN(C(=O)CCSC)CC1,-4,0,0,-2,-4,-0.5,-4,1,6,4
CC12CCC(=O)N1C(C(=O)NCCc1ccc(F)cc1)CS2 (configuration not stated),-2,2,-4,5,3,0.5,0,-3,2,3
Cc1ccc(NC(=O)CCOc2ccccc2)cc1,-3,0,2,0,59*,-0.4,-5,-3,2,1
C=C(C)C1CCC(C)=C1CC(C)(C)/C=N\n1cnnc1 (configuration not stated),-1,-1,-7,3,1,-0.1,-2,-4,1,-12
CCCCNC(=O)COC(=O)c1c2c(nc3ccccc13)CCC2,-14,-15,2,0,4,0.0,-24,-12,-9,2
C=CCNC(=O)c1ccccc1NC(=O)c1ccc(Cl)c(S(=O)(=O)Nc2ccccc2)c1,6,2,-5,3,3,0.4,-6,7,-8,6
